APE1 inh: qHTS Assay for Inhibitors of the Human Apurinic/apyrimidinic Endonuclease 1 (APE1); Potency, µM (top dose mostly 65.8 µM), inactives show top-dose activity change, negative = inhibition, hits mostly inhibitors; 0.35% of 350,000 active; DNA repair nuclease/redox regulator APEX1 (Homo sapiens), P27695; recombinant APE1, TAMRA/BHQ-2 abasic DNA cleavage fluorescence;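 note: potency is the fitted concentration of half-maximal effect; plate controls were vehicle for no effect and reference inhibitor for full effect; nearly all actives have a fitted effect of over 55% in size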
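Measures dequenching upon AP-site incision of a 5'-TAMRA/3'-BHQ-2 THF-containing duplex, 50 nM; human APE1 0.75 nM after 15 min room-temperature exposure to compound; kinetic three-point read at one-minute spacing.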
ALOX12 inh: Primary qHTS assay for inhibitors of human arachidonate 12S-lipoxygenase (ALOX12): Round 2; purified 12hLO, xylenol orange hydroperoxide absorbance; Potency, µM (top dose mostly 108 µM), without a hit: top-dose activity change, negative = inhibition, actives largely listed as inhibitors; 1.1% of 580,000 active; AID 1671190, 2021; note: potency is the fitted concentration of half-maximal effect; % is set by controls: 0 for no effect and ±100 for the full control effect
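Purified human 12hLO (150 nM final) in 25 mM Hepes, 0.01% Triton X-100, pH 7.0 was preincubated 15 min at room temperature with compound. Then 40 uM arachidonic acid was added, 30 min. Hydroperoxide was read by Fe-XO absorbance ratio 573/405 nm.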
Pol iota inh: qHTS for Inhibitors of Polymerase Iota | Pol iota fluorescent replication assay, 10 min | Potency, µM (doses to about 115 µM), for the others: at the top dose activity, negative = inhibition, hits mostly inhibitors | 1% of 390,000 active; note: potency is the fitted concentration of half-maximal effect
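Pol iota at 10 nM preincubated 15 min with compounds at room temperature; reaction started with fluorescent substrate, 50 nM final. Fluorescence read kinetically at 0 and 10 min; buffer-only wells as negative control.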
Pol beta inh: qHTS Assay for Inhibitors of DNA Polymerase Beta | Potency, µM (top dose mostly 114 µM), without a hit: at the top dose activity change, negative = inhibition, most hits filed as inhibitors | 1.3% of 340,000 active | Pol beta primer extension/strand displacement, fluorescence kinetic | P06746; note: potency is the fitted concentration of half-maximal effect; % is set by controls: 0 for no effect and ±100 for the full control effect
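Pol beta (10 nM) was preincubated with compound for 15 min at room temperature. The reaction was then started with 50 nM substrate and read immediately and after a further 10 min at room temperature.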
BLM helicase inh: qHTS Assay for Inhibitors of Bloom's syndrome helicase (BLM); Potency, µM (doses to about 56.1 µM), for inactives: top-dose activity change, negative = inhibition, most hits filed as inhibitors; RecQ-like DNA helicase BLM (Homo sapiens), P54132; recombinant BLM DNA unwinding, fluorescence dequenching; 0.2% of 350,000 active;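 note: potency is the fitted concentration of half-maximal effect; plate controls were vehicle for no effect and no enzyme for full effect; nearly all actives have a fitted effect of over 35% in size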
TRHR ag: qHTS for Small Molecule Agonists and Allosteric Enhancers of Human TRH Receptor: Primary Screen for Agonists; 0.18% of 360,000 active; activation, % at 2 µM; Thyrotropin-releasing hormone receptor (Homo sapiens), P34981; TRHR cells, calcium flux fluo-8, FDSS agonist mode; in the data active = activation above about 30%; note: 0% is about no effect
Target sequence (P34981 whole entry, looked up): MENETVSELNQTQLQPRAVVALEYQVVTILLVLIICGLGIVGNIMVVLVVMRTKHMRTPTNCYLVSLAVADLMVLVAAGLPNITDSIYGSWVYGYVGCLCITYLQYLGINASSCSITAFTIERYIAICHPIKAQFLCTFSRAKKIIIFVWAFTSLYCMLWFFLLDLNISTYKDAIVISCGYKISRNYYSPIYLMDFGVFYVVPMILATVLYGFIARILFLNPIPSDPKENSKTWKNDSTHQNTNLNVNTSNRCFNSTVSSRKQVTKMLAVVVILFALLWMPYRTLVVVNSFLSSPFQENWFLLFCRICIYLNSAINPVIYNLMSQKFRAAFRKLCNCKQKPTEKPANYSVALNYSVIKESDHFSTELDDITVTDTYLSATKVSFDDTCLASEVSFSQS
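Steps: seed TRHR cells overnight; add fluo-8 no-wash Ca dye, RT 30 min–1.5 h; record 10 s baseline; pin-transfer compounds; monitor fluorescence 1 cycle/s for the agonist window. Calcium increases flag candidate agonists.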
Apoferritin bind: qHTS Assay for Identification of Novel General Anesthetics; Ferritin light chain (Equus caballus), P02791; apoferritin/1-aminoanthracene competitive binding, fluorescence; Potency, µM (series often up to 77.5 µM), for inactives: top-dose activity change, negative = displacement, actives largely listed as inhibitors; 0.074% of 350,000 active; note: potency is the fitted concentration of half-maximal effect; % is set by controls: 0 for no effect and ±100 for the full control effect; nearly all actives have a fitted effect of over 20% in size
Target sequence (P02791 2-175 limits assumed): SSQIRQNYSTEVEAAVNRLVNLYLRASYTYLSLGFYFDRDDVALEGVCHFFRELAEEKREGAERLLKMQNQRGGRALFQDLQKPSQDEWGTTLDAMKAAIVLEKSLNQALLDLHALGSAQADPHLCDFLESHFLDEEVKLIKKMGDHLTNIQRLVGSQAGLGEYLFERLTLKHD
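Read-out: endpoint 1-AMA fluorescence, excitation 380 nm and emission 535 nm, after compounds sit 10 min at room temperature with 10 uM horse-spleen apoferritin in 50% saturated 1-AMA/PBS. Values come from four-parameter Hill fits.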
Pol kappa inh: qHTS for Inhibitors of Polymerase Kappa. DNA polymerase kappa (Homo sapiens), Q9UBT6. purified Pol kappa, fluorescent DNA synthesis assay, 10 min. Potency, µM (titrated, usually from 107 µM), without a hit: top-dose activity, negative = inhibition, actives largely listed as inhibitors. 0.53% of 400,000 active. AID 588579, 2011; note: potency is the fitted concentration of half-maximal effect; % is set by controls: 0 for no effect and ±100 for the full control effect
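Fluorescent qHTS in 1536-well format: enzyme (10 nM) and compound sat 15 min at room temperature before 50 nM substrate (final) was added. Signal taken at 0 and 10 min; no-enzyme buffer wells were negative controls.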
ERG-DNA inh: qHTS for Small Molecule Inhibitors of the ERG Ets/DNA interaction. Transcriptional regulator ERG (Homo sapiens), P11308. fluorescence polarization, His-ERG Ets domain / labelled DNA. Potency, µM (highest dose often 76.9 µM), without a hit: at the highest dose FP activity, negative = inhibition, actives largely listed as inhibitors. 0.028% of 370,000 active. AID 624246, 2012; active = well fitted inhibition curve with a large enough effect in the polarisation, with a control signal flat; inconclusive = small, poorly fitted or top-dose-only effect, or effect the other way, or a change in a side signal; inactive = no such curve, though single readings can be large or run the other way; the % refers to the polarisation;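 note: polarization taken with two DNA probes labelled with fluorescein and Texas red; potency is the fitted concentration of half-maximal effect; % of control where 0% means no effect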
Target sequence (P11308 whole entry, looked up, the tested form may be a part): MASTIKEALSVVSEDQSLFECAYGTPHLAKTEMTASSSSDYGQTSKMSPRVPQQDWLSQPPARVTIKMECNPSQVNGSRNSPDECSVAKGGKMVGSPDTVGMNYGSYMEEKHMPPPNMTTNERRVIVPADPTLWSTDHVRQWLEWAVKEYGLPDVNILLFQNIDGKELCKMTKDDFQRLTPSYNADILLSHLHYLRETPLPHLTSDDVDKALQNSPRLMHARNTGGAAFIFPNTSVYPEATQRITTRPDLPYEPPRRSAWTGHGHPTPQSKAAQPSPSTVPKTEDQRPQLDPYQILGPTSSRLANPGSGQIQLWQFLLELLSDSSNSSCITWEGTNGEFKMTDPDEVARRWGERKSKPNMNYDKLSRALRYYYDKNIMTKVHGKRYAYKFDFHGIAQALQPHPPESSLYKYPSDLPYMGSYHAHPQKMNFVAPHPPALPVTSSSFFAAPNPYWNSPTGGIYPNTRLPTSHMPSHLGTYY
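His-tagged ERG Ets domain (1 uM in the protein solution; 300mM KCl, 50mM Tris-HCl, 1mM EDTA, 1mM DTT, pH 7.5) received compound, then a probe mix of 5 nM fluorescein-DNA and 100nM Texas-615-DNA. Fluorescence polarization was read for both dyes.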
Starred values were filed as active, the others as inactive; ? = inconclusive; nt = not tested or not shown; [ ] = remark or other dose. Unless noted, calls come from the whole dose curve; as a rule, active = well fitted curve in the direction sought with a large enough effect; inconclusive = small, poorly fitted or top-dose-only effect, or another doubt; inactive = no such curve, though single readings can be large; an effect the other way counts as inactive or inconclusive. The list is partial; the hit share may differ from the screen's.

Short forms – A = APE1 inh; B = ALOX12 inh; C = Pol iota inh; D = Pol beta inh; E = BLM helicase inh; F = TRHR ag; G = Apoferritin bind; H = Pol kappa inh; I = ERG-DNA inh
O=C(OCc1nnc(-c2ccccc2)o1)c1ccc(CO)cc1
  A: 0% | B: -10% | C: -6% | D: 2% | E: -1% | F: 0.3 | G: -12% | H: -10% | I: -2%

CCOC(=O)c1cccc(Nc2nc(C)cc(C)n2)c1
  A: 0% | B: ? | C: -3% | D: 14% | E: 3% | F: -1.7 | G: 2% | H: -2% | I: -1%

Cc1ccc(C(=O)Nc2sc3c(c2C(=O)O)CCC(C)C3)o1 (configuration not stated)
  A: 2% | B: 13% | C: 23% | D: nt | E: nt | F: nt | G: nt | H: -3% | I: 9%

COc1cccc(OC)c1C(=O)N1CCN=C1SCc1cccnc1
  A: 1% | B: 0% | C: 22% | D: 10% | E: -4% | F: 0.6 | G: -14% | H: 2% | I: -5%

Fc1ccc(/C=N/Nc2ncnc3nc[nH]c23)cc1F
  A: 4% | B: 10% | C: 14% | D: -26% | E: -2% | F: 0.1 | G: -6% | H: 5% | I: 17%

COc1ccc(S(=O)(=O)N2CCOC2CNC(=O)C(=O)NCCc2ccc(OC)c(OC)c2)cc1C (configuration not stated)
  A: -2% | B: -24% | C: 8% | D: -2% | E: -9% | F: -0.9 | G: 1% | H: -11% | I: -8%

CCCCNC(=S)N1CCN(c2ccccc2Cl)CC1
  A: -3% | B: -27% | C: 123%[activator] | D: 0% | E: -3% | F: 0.1 | G: -8% | H: -8% | I: -1%

CC(=O)c1ccc(N2CCN(C(=O)CCNC(=O)Cn3ccc4ccccc4c3=O)CC2)cc1
  A: 21% | B: 21% | C: 7% | D: 13% | E: 0% | F: -2.0 | G: 5% | H: -13% | I: -2%

COC(=O)c1ccc(NC(=O)C2CCCN(S(=O)(=O)c3cnc[nH]3)C2)cc1 (configuration not stated)
  A: 14% | B: -4% | C: 1% | D: 13% | E: -3% | F: 1.4 | G: -7% | H: -4% | I: -3%

CC(=O)N/C(=C\c1ccccc1)C(=O)Nc1ccccc1C
  A: 2% | B: -4% | C: -4% | D: -22% | E: -2% | F: 0.9 | G: -7% | H: -13% | I: -2%

CCOC(=O)C1=C(C)N=C2SC=C(C)N2C1c1ccc(OC)cc1 (configuration not stated)
  A: -2% | B: -28% | C: ? | D: -26% | E: 2% | F: -0.3 | G: -8% | H: -5% | I: -9%

COc1ccc(CC(=O)Nc2ccc3c(c2)OCO3)cc1S(=O)(=O)N1CCOCC1
  A: 1% | B: 1% | C: -1% | D: 1% | E: 0% | F: 0.3 | G: -8% | H: 0% | I: -2%

O=C(NCc1ccc(F)cc1)C(c1ccccc1)N(C(=O)c1csnn1)c1ccccc1 (configuration not stated)
  A: 4% | B: -17% | C: 148%[activator] | D: 32% | E: -3% | F: 0.4 | G: -2% | H: -18% | I: -6%

Cc1cc(NC(=O)CSc2nc(-c3cccs3)cc(C(F)(F)F)n2)no1
  A: -1% | B: -3% | C: 10% | D: -1% | E: -1% | F: 2.4 | G: -1% | H: -4% | I: nt

C/C(=N\Nc1ccc(F)cc1F)c1ccccc1O
  A: 2% | B: ? | C: 99%[activator] | D: -4% | E: -5% | F: 0.7 | G: ? | H: -14% | I: -4%

CCOC(=O)Cc1ccc(NC(=O)N2CCC(CN3CCCCCC3)CC2)cc1
  A: nt | B: ? | C: 21% | D: 4% | E: -6% | F: 0.6 | G: -15% | H: -5% | I: 0%

CCOC(=O)c1c(C)c(C(=O)N2CCc3ccccc3C2)c(C)n1CC
  A: 9% | B: 3% | C: 1% | D: 24% | E: -3% | F: 1.7 | G: -12% | H: -4% | I: 2%

N#CCCN1CCN(Cc2cc(-c3ccccc3)ccc2O)CC1
  A: -1% | B: -7% | C: -20% | D: 0% | E: -1% | F: 0.7 | G: -14% | H: -4% | I: 6%

C[C@@H](C(=O)NCc1ccco1)N1C(=O)N2CCc3c([nH]c4ccccc34)[C@@]2(C)C1=O
  A: 15% | B: 24% | C: -21% | D: 2% | E: 1% | F: 0.3 | G: -10% | H: 0% | I: 16%

CC1CC(C)CN(c2oc(-c3ccccc3Cl)nc2C#N)C1 (configuration not stated)
  A: 1% | B: 8%[57.4 µM] | C: 3% | D: -5% | E: -1% | F: 1.1 | G: 3% | H: -4% | I: nt

CC(C)(C)OC(=O)NC(CCCCNC=O)C(=O)O (configuration not stated)
  A: 0% | B: 4% | C: 19% | D: 32% | E: -2% | F: 1.0 | G: 34%[activator] | H: -1% | I: -1%

O=C(CS(=O)(=O)c1ccccc1)N1CCCCCC1
  A: 0% | B: 12% | C: -5% | D: ? | E: -8% | F: -0.1 | G: -5% | H: -10% | I: -1%

Cc1ccccc1OCC(=O)O/N=C(\N)Cc1cccs1
  A: 11% | B: 4% | C: 4% | D: 19% | E: -8% | F: -0.6 | G: -23% | H: -1% | I: nt

Cc1ccnc(NCc2ccccc2O)c1
  A: 24% | B: -8% | C: 3% | D: 20% | E: -6% | F: -0.2 | G: -23% | H: 6% | I: 7%

COc1cccc2c1OC[C@@H](CO)[C@H]2N(C)C(=O)Nc1ccccc1
  A: -1% | B: 19% | C: 42%[activator] | D: -1% | E: 0% | F: nt | G: -3% | H: -4% | I: 2%

CCc1ccc(-c2csc(NC(=O)COC(=O)CCc3nc4ccccc4s3)n2)cc1
  A: 13% | B: nt | C: nt | D: 62% | E: 2% | F: -0.4 | G: -21% | H: nt | I: nt

Cc1ccc(-c2cc(C(=O)N/N=C/c3c(C)nn(-c4ccccc4)c3C)n[nH]2)s1
  A: -7% | B: 15% | C: ? | D: ? | E: -3% | F: -2.2 | G: -10% | H: ? | I: -14%

COc1ccc(C2=NOC(Cn3nc(C(=O)NCc4ccc(C)cc4)cc3-c3ccccc3)C2)cc1 (configuration not stated)
  A: 22% | B: -20% | C: 0% | D: nt | E: nt | F: 0.6 | G: nt | H: 5% | I: 8%

CCc1ccc(C(C(=O)NCCOC)N(C(=O)Cn2nnc3ccccc32)c2cccnc2)cc1 (configuration not stated)
  A: 0% | B: 0% | C: 15% | D: 0% | E: 4% | F: 0.0 | G: -7% | H: -16% | I: 0%

CN(Cc1ccccc1)c1nc(-c2cccc([N+](=O)[O-])c2)nc2ccccc12
  A: 6% | B: 7% | C: 116%[activator] | D: -19% | E: -8% | F: -0.1 | G: 2% | H: -9% | I: 11%

COc1ccc(-n2nnnc2SCC(=O)Nc2cccc(O)c2)cc1
  A: 30% | B: ? | C: 101%[activator] | D: 21% | E: -12% | F: -0.7 | G: -3% | H: -9% | I: -8%

CSc1ncccc1C(=O)NC1CCCCCC1
  A: 13% | B: 0% | C: -24% | D: 3% | E: 1% | F: -0.4 | G: -24% | H: 1% | I: 9%

Cc1nc(N2CCN(c3ccccn3)CC2)c2c(C)c(C(=O)N3CCN(c4ccc(F)cc4)CC3)sc2n1
  A: -24% | B: -20% | C: 37%[activator] | D: 27% | E: -10% | F: 0.4 | G: -14% | H: -1% | I: -8%

CC1CCN(C(=O)Cn2cc(SCC(=O)NCC3CCCO3)c3ccccc32)CC1 (configuration not stated)
  A: 3% | B: -8% | C: 127%[activator] | D: 3% | E: 1% | F: -1.3 | G: -6% | H: -7% | I: 0%

CCOC(=O)CN(C)Cc1cn(C)nc1-c1ccc(Oc2ccccc2)cc1
  A: 13% | B: 8% | C: 16% | D: -3% | E: -5% | F: -0.2 | G: -15% | H: -2% | I: -2%

O=c1[nH]c(-c2ccccc2)nc2sc(-c3ccccc3)cc12
  A: 0% | B: -2% | C: 79%[activator] | D: 4% | E: 0% | F: -0.1 | G: 1% | H: -7% | I: -11%

COc1ccc(Cc2nn3c(-c4cc(OC)c(OC)c(OC)c4)nnc3s2)cc1
  A: -6% | B: 0% | C: 7% | D: -10% | E: -4% | F: -0.6 | G: -14% | H: -4% | I: -3%

O=C(NCCS(=O)(=O)c1ccc(Br)cc1)c1ccc(F)cc1
  A: -9% | B: 0% | C: 7% | D: 44% | E: 0% | F: -0.3 | G: -2% | H: 6% | I: -10%

COc1ccc(C(=O)Nc2ccc(S(=O)(=O)N3CCCC3)cc2)cc1[N+](=O)[O-]
  A: -10% | B: -3% | C: 27% | D: 27% | E: -2% | F: -0.1 | G: -10% | H: 3% | I: 13%

O=C(COC(=O)/C=C/c1cccc(F)c1)NC(=O)NCc1ccccc1
  A: 14% | B: 12% | C: 23% | D: nt | E: nt | F: nt | G: nt | H: 17% | I: 14%

O=C(c1cccnc1)N1CCN(C/C=C/c2ccccc2)CC1
  A: -3% | B: -6% | C: 21% | D: -9% | E: 0% | F: -0.2 | G: -10% | H: -5% | I: -1%

CCCCNC(=O)c1onc(CSc2cccc(OC)c2)c1C(=O)NCCCC
  A: nt | B: 1% | C: ? | D: nt | E: nt | F: nt | G: nt | H: -6% | I: 1%

Complete entries, quoted from the list. Values in the order: APE1 inh, ALOX12 inh, Pol iota inh, Pol beta inh, BLM helicase inh, TRHR ag, Apoferritin bind, Pol kappa inh, ERG-DNA inh
CCOC(=O)CN(C)Cc1cn(C)nc1-c1ccc(Oc2ccccc2)cc1 is listed with 13%, 8%, 16%, -3%, -5%, -0.2, -15%, -2%, -2%
O=c1[nH]c(-c2ccccc2)nc2sc(-c3ccccc3)cc12 is listed with 0%, -2%, 79%[activator], 4%, 0%, -0.1, 1%, -7%, -11%
O=C(COC(=O)/C=C/c1cccc(F)c1)NC(=O)NCc1ccccc1 is listed with 14%, 12%, 23%, nt, nt, nt, nt, 17%, 14%
